Ecoli viability – counter-screen for AddAB inhibitors: E. coli growth inhibition | E. coli V3065 growth, OD600 absorbance, 18 h | inhibition, % at 11.9 µM | actives 0.27% (n = 330,000);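 active means inhibition above the campaign's mean inhibition across all tested compounds plus 3 SD, cut at about 9.9% in these data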;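 further: uninfected addAB+ strain grown without phage in ampicillin broth; 0% = DMSO wells and 100% = ciprofloxacin 0.95 µg/ml wells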
Tat transport – inhibitors of E. coli Tat protein transport; E. coli MC4100 TorA-mCherry Tat export, fluorescence; inhibition, % at 10 µM; actives 0.036% (n = 340,000);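 active means mean replicate inhibition at least 50% and at least half of replicates individually reaching 50%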;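 further: exported cargo escapes ClpAP degradation while cytoplasmic cargo is degraded and loses fluorescence; 0% = median of neutral control wells and 100% = median of NaSCN control wells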
SUMO Mot1 rescue – inhibitors of SUMOylation pathway: yeast Mot1-301 growth rescue. S. cerevisiae Mot1-301 growth rescue, ATP luminescence, 38.5C; percent above DMSO median, 100 means doubled. growth rescue, % at 18.8 µM. actives 1% (n = 320,000);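 active means every valid replicate shows activation above 250% relative to neutral control wells; inactive means the rest, any valid replicate at or below 250%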;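 further: OY570 slx delta 5 strain wells were the positive control but not used for scaling; some compounds called inactive have numbers as strong as hits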
OPRM1-OPRD1 inv – inverse agonists of human mu-delta opioid receptor heterodimerization. cell-based MOR-DOR heterodimer luminescence, inverse agonism. actives 0.21% (n = 340,000). AID 504357. inhibition, % at 9.3 µM. P35372+P41143; in the data active means inhibition above about 22%, passing the limit was not always enough;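 further: 0% = cells with DMSO and 100% = wells without cells with DMSO; values of inactives mirror those of a sister screen read the other way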
Target sequence (P35372 whole entry, looked up): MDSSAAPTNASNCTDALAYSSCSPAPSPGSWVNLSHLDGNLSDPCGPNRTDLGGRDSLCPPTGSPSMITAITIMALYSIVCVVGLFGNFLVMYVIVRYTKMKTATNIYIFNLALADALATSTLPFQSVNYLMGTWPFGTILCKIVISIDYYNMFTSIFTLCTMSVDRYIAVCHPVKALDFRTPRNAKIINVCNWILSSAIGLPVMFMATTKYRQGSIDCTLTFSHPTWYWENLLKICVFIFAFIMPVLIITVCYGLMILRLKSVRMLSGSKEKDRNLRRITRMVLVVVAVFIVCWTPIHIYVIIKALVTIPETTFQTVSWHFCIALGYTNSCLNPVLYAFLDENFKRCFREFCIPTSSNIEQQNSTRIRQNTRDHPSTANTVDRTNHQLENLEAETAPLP
Target sequence (P41143 whole entry, looked up): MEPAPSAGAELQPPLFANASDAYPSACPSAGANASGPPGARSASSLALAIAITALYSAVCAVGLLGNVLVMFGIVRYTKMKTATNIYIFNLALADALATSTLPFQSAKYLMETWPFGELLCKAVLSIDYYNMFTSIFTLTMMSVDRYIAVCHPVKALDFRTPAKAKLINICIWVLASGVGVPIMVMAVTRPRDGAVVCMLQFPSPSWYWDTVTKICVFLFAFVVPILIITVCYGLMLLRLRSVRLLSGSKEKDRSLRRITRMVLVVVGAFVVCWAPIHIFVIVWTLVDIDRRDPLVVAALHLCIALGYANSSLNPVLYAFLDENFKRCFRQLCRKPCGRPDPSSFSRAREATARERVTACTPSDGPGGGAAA
Arrestin-AP2 inh – human beta-arrestin and AP2 interaction inhibition; FITC-arrestin peptide / GST-AP2 beads, flow cytometry; AP2 beta2 appendage carries R879A mutation; inhibition, % at 10 µM; actives 0.31% (n = 340,000); AID 504490;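 active means inhibition above a set limit, near 3 SD of compounds lacking own fluorescence, cut at about 54% in these data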;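 further: plate controls were DMSO wells for no effect and 5 µM unlabelled arrestin peptide for full effect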
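System: GST-AP2 R879A glutathione beads | Also added: FITC-arrestin peptide, 50 nM | Times: 12 min plus 1 h, RT | Signal: Bead flow cytometry, FITC channel | Buffer or medium: PBS with 0.05% Tween 20 and 0.1% BSA | Read-out basis: Percent drop in bead-associated FITC signal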
PfHsp90 yeast 2 – reduces growth (ATP signal) of yeast expressing P. falciparum Hsp90. S. cerevisiae expressing PfHsp90, BacTiter-Glo ATP, 48 h; yeast lacking PDR1 and PDR3 efflux regulators. inhibition, % at 9.4 µM. actives 0.32% (n = 310,000). AID 504621;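 active means every replicate shows inhibition above about 80%, whatever the replicate mean, limit read from the data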;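 further: 0% = DMSO neutral controls and 100% = 20 µM radicicol positive controls; yeast relying on Plasmodium falciparum Hsp90 in place of its own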
PKA-R1A activ – activates the PKA-R1A holoenzyme complex. PKA-R1A dissociation, Cy5-IP20 fluorescence polarization; scaled: DMSO 0%, 113 µM cGMP 100%. activation, % at 11.4 µM. actives 0.083% (n = 340,000);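 active means percent activation above the mean of all tested compounds plus 3 SD, cut at about 19% in these data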;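 further: higher means more PKAc released from R1A so a rise in polarization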
DSG3 Ab inh – blocks pemphigus antibody binding to human desmoglein-3 | binding (percent of control), % at 10 µM | P32926 | actives 0.48% (n = 310,000) | DSG3-coupled beads, scFv-anti-DSG3-GFP binding, flow cytometry; hits give low values;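 active means binding more than 3 SD below its plate's average and above zero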;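 further: hits lower antibody fragment binding to DSG3; some compounds called inactive have numbers as strong as hits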
AddAB inh – less growth of phage-infected E. coli with AddAB; inhibition, % at 11.9 µM; E. coli expressing H. pylori AddAB, absorbance growth; AID 435030; actives 0.29% (n = 330,000); in the data active means inhibition above about 12%;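 further: 0% = vehicle wells of infected cells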
OPRM1-OPRD1 ag – agonists of human mu-delta opioid receptor heterodimerization; cells, OPRM1-OPRD1 heterodimerization, luminescence; activation, % at 9.3 µM; actives 0.3% (n = 340,000); AID 504326; in the data active means activation above about 18%;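 further: 0% = vehicle-treated cells and 100% = reference agonist; values of inactives mirror those of a sister screen read the other way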
phage Ecoli inh – E. coli growth loss with phage present; growth absorbance; inhibition, % at 11.9 µM; actives 0.26% (n = 360,000); in the data active means inhibition above about 11%
The depositor's hits bear a star; nt = not tested or not shown.

| Structure | Ecoli viability | Tat transport | SUMO Mot1 rescue | OPRM1-OPRD1 inv | Arrestin-AP2 inh | PfHsp90 yeast 2 | PKA-R1A activ | DSG3 Ab inh | AddAB inh | OPRM1-OPRD1 ag | phage Ecoli inh |
| --- | --- | --- | --- | --- | --- | --- | --- | --- | --- | --- | --- |
| Cc1cccc(N2CC(C(=O)Nc3ccc(S(=O)(=O)Nc4nccs4)cc3)CC2=O)c1C (stereo unspecified) | 0.4 | -4 | 16 | 15 | 5 | -2 | -3 | 116 | 3.0 | -2.8 | 2.8 |
| O=c1[nH]nc(Cc2ccccc2)c2ccccc12 | -2.8 | -2 | 11 | 6 | 7 | -4 | -5 | 95 | 0.9 | -1.0 | 2.6 |
| O=C(C[n+]1ccccc1)N/N=C/c1ccccc1[N+](=O)[O-] | 1.7 | 1 | 94 | -1 | 4 | -1 | -5 | 105 | 0.8 | 0.2 | 1.8 |
| CN(CCCNC(=O)C1CCN(S(=O)(=O)c2cccc3nsnc23)CC1)Cc1ccccc1 | -2.2 | -9 | -4 | 3 | 2 | 1 | -4 | 63 | 0.3 | -0.5 | 0.5 |
| Cc1occc1C(=O)Nc1cc(S(=O)(=O)N2CCOCC2)ccc1OC(C)C | -1.4 | -5 | 9 | 15 | 10 | 15 | -4 | 103 | 2.3 | -3.9 | -1.3 |
| CCOC(=O)N1CCN(Cc2nc3ccc([N+](=O)[O-])cc3c(=O)n2-c2ccc(OC)cc2OC)CC1 | -0.9 | -1 | -4 | -11 | 3 | 4 | -1 | 97 | -1.1 | 2.2 | 1.6 |
| CCCCN(C)C(=O)c1nc2ccccn2c1CN1CCN(C(=O)c2cccs2)CC1 | -1.3 | -1 | 600 | 5 | 2 | 26 | 9 | 97 | 2.1 | -0.9 | 4.4 |
| O=C(CCNC(=O)c1ccc(Br)cc1)NC1CCCCCC1 | -0.5 | -5 | 10 | 13 | -8 | -1 | 12 | 101 | -0.9 | -3.3 | 2.1 |
| O=C(CN1C(=O)NC2(CCCC2)C1=O)NNC(=O)c1ccccc1 | 3.2 | 0 | 1 | 16 | 1 | 20 | 7 | 96 | 0.2 | -2.5 | -0.1 |
| CCCCn1c(/N=C/c2c[nH]c3ccccc23)nc2ccccc21 | 1.2 | -8 | -16 | -44 | -4 | 18 | -1 | 103 | 3.7 | 7.6 | 3.4 |
| COc1ccccc1Oc1ccccc1C(=O)O | 0.9 | -1 | -18 | 3 | 10 | nt | 1 | 114 | 2.1 | -0.5 | 3.4 |
| NCCC1CN(C(=O)OCc2ccccc2)c2ccccc21 (stereo unspecified) | nt | -6 | nt | -4 | -16 | 4 | -2 | nt | nt | 0.9 | 4.4 |
| CC[C@@H]1[C@H]2CCCC(=O)N3CC[C@@H](C[C@H]1O)[C@@H]23 | -1.9 | -6 | 23 | 15 | 2 | nt | 10 | 105 | 1.4 | -2.8 | 1.2 |
| NNc1nc(-c2ccccc2)nc2sc3c(c12)CCCC3 | 1.6 | -5 | 179 | -14 | 26 | -10 | 13 | 95 | 2.5 | 3.2 | -0.1 |
| COc1ccc(CCn2c(O)c(C3=c4ccccc4=NC3=O)sc2=S)cc1OC | 0.5 | -12 | 8 | -15 | 12 | -4 | 0 | 113 | 2.0 | 3.0 | 0.1 |
| CCOc1ncccc1C(=O)OCC(=O)NCc1cccs1 | 0.8 | 3 | 8 | -3 | -1 | -9 | 4 | nt | 1.5 | 0.8 | 1.9 |
| O=C(COc1ccccc1)c1cn(CC(=O)N2CCCC2)c2ccccc12 | 2.6 | 1 | nt | 9 | 27 | nt | -2 | 119 | -0.9 | -1.8 | 0.5 |
| Nc1nc(-c2ccccc2)cs1 | 2.9 | -4 | -13 | 4 | -4 | -5 | -8 | 99 | 4.8 | -0.6 | 1.2 |
| OCC[C@@H]1C[C@@H](O)[C@H](O)[C@]2(OCCCc3ccccc32)O1 | 0.3 | 0 | -21 | 6 | 4 | 41 | -1 | 98 | 2.4 | -1.1 | 1.4 |
| Cc1ccccc1NC(=O)NCC1CCN(Cc2cccc(Cl)c2)CC1 | 2.3 | -7 | -17 | -2 | 9 | 5 | -4 | nt | 2.4 | 0.5 | 0.9 |
| COc1ccccc1CNS(=O)(=O)c1cc(C(=O)N(C)Cc2cccnc2)c(Cl)cc1Cl | nt | 0 | nt | 2 | 26 | 17 | 0 | 98 | nt | -0.5 | 1.2 |
| CCOc1ccccc1N(CC(=O)NC1CCCCC1)C(=O)c1nsc(Cl)c1Cl | 2.1 | 5 | -8 | 17 | -1 | 19 | -10 | 108 | 2.8 | -3.8 | 3.2 |
| COC(=O)Cn1c(=NC(=O)C(C)C)sc2c(C)cc(C)cc21 | -0.6 | -3 | -1 | 3 | -6 | 23 | 4 | 99 | -0.3 | -0.6 | 2.9 |
| CCOCCCN(C)C1CCN(C(=O)c2oc3ccccc3c2NC(=O)Cc2ccc([N+](=O)[O-])cc2)CC1 | -5.0 | -4 | -17 | 5 | 16 | 4 | 1 | 95 | 3.0 | -0.9 | -7.8 |
| O=C(CCc1ccccn1)N1CCCC(N2CCN(c3cccc(C(F)(F)F)c3)CC2)C1 (stereo unspecified) | 0.6 | -6 | 6 | 11 | -1 | 12 | -13 | 102 | 0.6 | -2.3 | 2.0 |
| O=C(CC1SC(N2CCCCC2)=NC1=O)Nc1cccc(C(F)(F)F)c1 (stereo unspecified) | -1.3 | -7 | 15 | 10 | 5 | 2 | -5 | 97 | -0.9 | -1.7 | 2.2 |
| COc1ccc(CC(=O)NCC(=O)N/N=C/c2c[nH]c3ccccc23)cc1 | -2.7 | 1 | -3 | 9 | 6 | 5 | -4 | 94 | 2.5 | -1.7 | -0.6 |
| CC(=C\c1ccco1)/C=C(\C#N)C(=O)NCCc1c[nH]c2ccccc12 | 0.9 | 8 | 10 | -2 | -17 | 19 | -5 | 103 | 2.3 | 0.4 | 6.1 |
| CSCC[C@H](NC(=O)[C@H](Cc1ccccc1)n1c(=O)[nH]c2ccccc2c1=O)C(=O)N1CCC[C@H]1C(=O)O | 4.2 | -5 | 58 | 6 | 5 | -2 | 6 | 106 | 4.9 | -1.1 | 0.2 |
| COc1ccc(C(C)=O)cc1CC(=O)NCCCn1ccnc1 | -2.7 | 6 | 150 | 12 | -8 | -28 | 6 | 98 | 2.1 | -1.9 | 1.0 |
| CCn1nc(C)cc1C(=O)N1CCCC(C(=O)c2ccccc2SC)C1 (stereo unspecified) | -1.1 | 10 | 5 | 20 | -6 | 20 | -13 | 98 | -0.3 | -3.9 | 0.0 |
| O=C(COC(=O)c1cccs1)c1ccccc1 | 1.3 | -5 | nt | 8 | 1 | -36 | -6 | 93 | -0.5 | -1.4 | 3.8 |
| COc1ccc(OC)c(NS(=O)(=O)c2ccc(-c3coc(C)n3)cc2)c1 | 0.2 | -7 | -8 | 3 | 32 | -6 | -6 | 86 | -2.0 | -0.5 | nt |
| Cc1ccccc1C(=O)NCCCn1ccnc1 | 1.4 | 1 | 4 | 22 | -4 | 6 | -5 | 109 | 0.5 | -4.6 | -2.6 |
| CCN1CCN(CCNC(=O)Nc2ccc([N+](=O)[O-])cc2)CC1 | 1.8 | 6 | -13 | 4 | -1 | -45 | 0 | 104 | 1.3 | -0.7 | 2.2 |
| COc1ccc(CCNC(=O)c2ccc(CS(=O)(=O)c3ccc(Cl)cc3)o2)cc1OC | -2.2 | 1 | -15 | 2 | 2 | 12 | 7 | 96 | -1.1 | -0.4 | 3.8 |
| COc1ccc(NC(=S)N2CCN(C/C=C/c3ccccc3)CC2)cc1 | -1.8 | 8 | 21 | 1 | 1 | 4 | 3 | 110 | -0.6 | -0.1 | 1.9 |
| Cc1ccc2c(c1)C1CN(C)CCC1N2CC(=O)N(C)c1ccccc1 (stereo unspecified) | -1.0 | -11 | -16 | nt | -8 | -9 | -2 | 82 | -0.6 | nt | 1.6 |
| Cc1[nH]c2ccccc2c1SCC(=O)N1CCCCC1 | 2.3 | -2 | -13 | 4 | 8 | -9 | 3 | 93 | 3.9 | -0.8 | 3.5 |
| Cc1cc(C)n(/N=C/c2c[nH]c3ccccc23)c(=O)c1C#N | -1.7 | 2 | 296* | 15 | 2 | -27 | -7 | 90 | -3.4 | -2.6 | 1.1 |
| O=C(NCc1ccccn1)Nc1ccccc1C(F)(F)F | -0.2 | -11 | -17 | 6 | 12 | -11 | -2 | 99 | -1.7 | -1.0 | 1.7 |
| COc1ccc2[nH]c(C)c(C(=O)CN3CCN(C/C=C/c4ccccc4)CC3)c2c1 | -1.4 | -3 | 101 | 3 | -3 | -9 | 5 | 105 | 1.6 | -0.5 | 1.7 |
| COc1ccc(Cl)cc1NC(=S)N1CCCC1 | 0.8 | -1 | 59 | 7 | -4 | -18 | -7 | 106 | 4.2 | -1.4 | 3.6 |
| COc1ccc(C[C@](C)(N)C(=O)O)cc1OC | 0.6 | -2 | -15 | 10 | 2 | 8 | 0 | 106 | -1.4 | -1.7 | 0.1 |
| O=C(Nc1nnc(-c2ccccc2Cl)s1)c1ccccc1F | nt | -6 | 18 | 13 | -7 | -1 | -5 | 109 | nt | -3.0 | 0.9 |
| Cc1ccc(C(=O)CCC(=O)Nc2cccc(C(F)(F)F)c2)cc1C | 4.2 | -2 | 13 | -25 | -6 | -7 | -8 | 100 | 4.1 | 4.2 | 1.3 |
| C=CCn1c(Cc2cccs2)nnc1SCC(=O)Nc1ccc(OC)c(OC)c1 | -0.4 | 1 | 181 | -16 | 5 | nt | -11 | 104 | 0.9 | 2.8 | 1.1 |
| CC(C)Nc1nc(-c2ccccc2)nnc1-c1ccccc1 | 1.7 | -2 | -33 | 8 | -20 | -16 | -6 | 99 | 1.9 | -1.4 | 3.1 |
| COc1cccc(-c2ncc3ccccc3c2COC(=O)c2ccccc2C(=O)O)c1 | -0.4 | 0 | 10 | 5 | -2 | -10 | -12 | 107 | 0.3 | -0.9 | 3.1 |
| COc1ccccc1OCCn1nnc2ccccc21 | -0.2 | 5 | -8 | 15 | -3 | -6 | 13 | 114 | 2.8 | -2.9 | 0.9 |
| CCN(CC)C(=O)COc1ccc(/C(C)=N/NC(=O)c2ccccc2-n2cccc2)cc1 | -2.3 | 6 | -3 | 13 | 3 | 0 | -3 | 102 | 3.2 | -2.3 | -1.3 |
| C=CCNc1c2c(nc3ncnn13)CC(C)CC2 (stereo unspecified) | -2.2 | -12 | -23 | 9 | -13 | 2 | -9 | 100 | 2.4 | -1.7 | 3.2 |
| COCCN(C(=O)CSc1nc2ccc(OC)cc2[nH]1)c1c(N)n(Cc2ccccc2)c(=O)[nH]c1=O | 0.8 | 6 | 2 | 0 | -14 | nt | 0 | 112 | -0.4 | 0.1 | 3.8 |
